Assay outcomes from PubChem.
OXTR potentiator: potentiators of human oxytocin receptor; P30559; CHO-OTR cells, Fluo-8 calcium fluorescence, potentiator mode; 0% = oxytocin EC15, 100% = EC100; activation, % at 3 µM; hit rate 0.061% among 320,000; AID 2445;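 active = activation above that plate's cutoff, the mean activation of tested compounds plus 3 SD, cut at about 6.6% in these data, passing the limit was not always enough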;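 note: 100% uses oxytocin at 75 nM as the full agonist control; some results filed as inactive read as strong as hits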
Target sequence (P30559 whole entry, looked up): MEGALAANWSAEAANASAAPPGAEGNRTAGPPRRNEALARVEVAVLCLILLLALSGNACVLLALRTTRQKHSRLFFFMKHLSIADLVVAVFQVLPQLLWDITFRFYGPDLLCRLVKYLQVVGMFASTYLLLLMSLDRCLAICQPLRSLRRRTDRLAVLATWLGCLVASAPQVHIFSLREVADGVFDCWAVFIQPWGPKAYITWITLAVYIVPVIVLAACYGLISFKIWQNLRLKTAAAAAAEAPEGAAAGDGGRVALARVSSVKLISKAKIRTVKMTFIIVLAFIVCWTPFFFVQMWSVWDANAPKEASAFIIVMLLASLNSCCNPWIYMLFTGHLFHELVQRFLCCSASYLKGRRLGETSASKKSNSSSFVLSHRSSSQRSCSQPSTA
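test system = CHO-OTR cells, human receptor | compound = single-point 3.0 µM | schedule = 6 min compound pre-incubation at room temperature, 100 s kinetic read | signal = Fluo-8 no-wash calcium dye fluorescence, excitation 470-495 nm, emission 515-575 nm | repeats = single well per compound, singlicate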
M1 ag: activates human CHRM1 receptor; activation, % at 3 µM; P11229; CHO-K1 hM1, Fluo-8 calcium fluorescence, agonist mode; 0% DMSO, 100% acetylcholine EC100; hit rate 0.33% among 360,000;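 active = activation above the run's mean compound activation plus 3 SD, cut at about 16% in these data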;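 note: peak over basal fluorescence ratio within a 140 s kinetic read after compound addition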
Target sequence (P11229 whole entry, looked up): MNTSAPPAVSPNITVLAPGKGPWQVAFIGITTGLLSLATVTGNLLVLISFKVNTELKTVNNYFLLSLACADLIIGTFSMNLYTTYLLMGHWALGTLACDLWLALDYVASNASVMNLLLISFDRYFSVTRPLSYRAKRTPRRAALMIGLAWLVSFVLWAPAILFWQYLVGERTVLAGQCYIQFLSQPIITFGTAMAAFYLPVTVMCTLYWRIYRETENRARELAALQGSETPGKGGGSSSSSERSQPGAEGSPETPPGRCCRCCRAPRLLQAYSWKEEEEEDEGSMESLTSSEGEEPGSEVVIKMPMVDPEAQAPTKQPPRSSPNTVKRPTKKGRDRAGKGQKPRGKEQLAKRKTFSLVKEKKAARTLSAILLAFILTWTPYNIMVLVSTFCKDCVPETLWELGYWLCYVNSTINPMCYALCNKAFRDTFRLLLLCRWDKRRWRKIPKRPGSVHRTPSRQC
M1 PAM parental: nonselective activator or artifact in parental CHO-K1 calcium assay; ATP EC20, Fluo-8 calcium fluorescence; 0% at ATP EC20, 100% at ATP max; activation, % at 3 µM; hit rate 0.02% among 360,000;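 active = activation above the run cutoff, the mean activation of all test compounds plus 3 SD, cut at about 40% in these data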;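 note: peak over basal fluorescence ratio in a 140 s read after ATP addition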
TAAR1 ag: human TAAR1 agonism; AID 624467; Q96RJ0; hit rate 0.99% among 360,000; activation, % at 3 µM; CHO RD-HGA16 TAAR1, Fluo-8 calcium fluorescence; vehicle wells 0%, saturating PEA agonist 100%;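 active = activation above the mean activation of all test compounds in the run plus 3 SD, cut at about 38% in these data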
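System: CHO RD-HGA16 cells carrying human TAAR1 plus Gα16; Incubation: 17-24 h seeding, 75 min 37 °C dye, 30 min RT; Measured by: Fluo-8 fluorescence, 5 s baseline then 140 s kinetic read; Control set: DMSO and PEA EC100; Replication: single well for each compound.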
CHO-K1 Ca antag: M1 antagonist counterscreen hit in parental CHO-K1 cells. ATP-induced calcium, Fluo-8 fluorescence. hit rate 0.6% among 360,000. inhibition, % at 3 µM;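 active = inhibition above a per-plate cutoff, the plate's mean sample inhibition plus 3 SD, cut at about 24% in these data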;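 note: 0% = DMSO plus EC80 ATP and 100% = DMSO alone without ATP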
TAAR1 antagonist: human TAAR1 antagonism. hit rate 1.5% among 360,000. CHO RD-HGA16 TAAR1, Fluo-8 calcium fluorescence, antagonist. inhibition, % at 3 µM;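 active = inhibition above a per-plate cutoff, the mean inhibition of test compounds on that plate plus 3 SD, cut at about 49% in these data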;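 note: 0% = DMSO plus EC80 beta-PEA response and 100% = DMSO alone without agonist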
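System: RD-HGA16 CHO cells with stable hTAAR1 and Gα16 | Probe or stimulus: EC80 β-phenethylamine stimulus | Dosing: 3 µM, single point | Times: Dye loading 75 min at 37 °C, then 30 min room temperature | Measured by: Fluo-8 calcium-sensitive fluorescence | Read-out basis: % inhibition of agonist calcium response | Replicates: n of 1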
M1 antag: antagonists of human M1 muscarinic receptor; CHO-K1 hM1, Fluo-8 calcium fluorescence, ACh EC80 antagonist; inhibition, % at 3 µM; hit rate 1.3% among 360,000; AID 588852;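 active = percent inhibition above its own plate's cutoff, namely the mean of that plate's compound wells plus 3 SD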;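 note: peak over basal fluorescence ratio during 140 s after agonist addition; 0% = ACh EC80 plus DMSO and 100% = DMSO alone without agonist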
CHO parental Ca: counter-screen for OX1R antagonists: effect in parental CHO cells. parental CHO-K1, ATP-induced calcium, Fluo-8 fluorescence. inhibition, % at 5.6 µM. hit rate 0.63% among 330,000. AID 463079;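 active = inhibition above that plate's mean sample inhibition plus 3 SD, cut at about 26% in these data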;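 note: 0% = ATP-challenged DMSO wells and 100% = DMSO wells without ATP; some compounds past the cut are filed as inactive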
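Material – parental CHO cells · Reagent – ATP stimulus · Compound – single nominal dose of 5.6 µM per compound · Detection – Fluo-8 fluorescence · Read-out basis – percent inhibition of calcium signal · Controls – ATP-challenged DMSO wells low, unchallenged DMSO wells high · Repeats – no replicates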
CHO-K1 Ca ag: counter-screen for M1 agonists: effect in parental CHO-K1 cells | Fluo-8 calcium fluorescence; scaled to maximal ATP response, vehicle zero | activation, % at 3 µM | hit rate 0.48% among 360,000 | AID 602248; in the data active = activation above about 15%;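 note: untransfected CHO-K1 host cells lacking M1 receptor as counterscreen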
* marks the source's active call; other numbers are inactive results; nt = no result given.

entry	Compound	CHO parental Ca	CHO-K1 Ca antag	CHO-K1 Ca ag	OXTR potentiator	TAAR1 antagonist
1	CC(Sc1ccccn1)C(=O)Nc1ccccc1 (stereo not drawn)	-4	-18	-0.3	5	13
2	Oc1cccc(Nc2ncnc3c2oc2ccccc23)c1	-10	-13	0.8	-17	22
3	CN(C)c1nc(-c2ccccc2)c2cnn(Cc3ccccc3)c2n1	-31	-21	0.5	-6	2
4	Nc1nnnn1CC(=O)N/N=C/c1ccc(-c2cccc(Cl)c2)o1	14	1	5.4	-2	7
5	CC1CCN(C(=O)C2CCCN(c3ncnc4c3nc3n4CCCCC3)C2)CC1 (stereo not drawn)	-31	-9	1.4	-8	-16
6	O=C1/C(=C/c2ccncc2)CCC/C1=C\c1ccncc1	nt	-5	5.2	nt	-7
7	C/C(CC(=O)Nc1ccc2ccccc2c1)=N\NC(=O)c1ccc(O)c(O)c1	-18	-14	2.6	-12	6
8	CCOC(=O)C1(Cc2cccc(OC)c2)CCN(Cc2csc(C(C)=O)c2)CC1	-17	-15	3.1	-15	8
9	CC(CCc1ccccc1)NC(=O)COC(=O)C(CCC(N)=O)NC(=O)c1ccc(F)cc1 (stereo not drawn)	-14	-6	0.1	2	-21
10	CC(=O)NC(Cc1cnc[nH]1)C(=O)O (stereo not drawn)	-4	14	-0.1	-10	-4
11	COc1ccc(CCNC(=O)/C=C/c2cc(OC)c(OC)c(OC)c2)cc1OC	-7	14	2.8	-2	-3
12	CCOCCCNC(=O)/C(C#N)=C/c1ccc(C)o1	-6	-17	0.5	0	17
13	O=C(O)c1ccccc1C(=O)NC1CCCc2ccccc21 (stereo not drawn)	-4	2	-0.1	-12	-9
14	CCNC(=O)c1nc[nH]c1C(=O)NCC	1	-9	0.4	-5	4
15	COc1ccccc1NC(=O)CC1S/C(=N/N=C(\C)C2CCCCC2)NC1=O (stereo not drawn)	-19	0	0.3	-12	-14

entry	M1 PAM parental	M1 antag	TAAR1 ag	M1 ag
1	11	-15	5	-6
2	-17	0	4	-10
3	12	-1	8	-1
4	15	-1	2	-6
5	-5	-2	-1	-4
6	-4	1	1	-3
7	24	4	-4	-7
8	13	-9	9	-6
9	-4	12	2	-3
10	-7	-2	1	-2
11	1	8	0	-5
12	14	2	0	-4
13	15	7	27	-2
14	20	-26	6	-2
15	-7	-17	2	-2

The list continues:
entry	Compound	CHO parental Ca	CHO-K1 Ca antag	CHO-K1 Ca ag	OXTR potentiator	TAAR1 antagonist
16	CC(C)CC(=O)c1c[nH]c(C(=O)NCc2ccc(F)cc2)c1	-11	-6	6.5	-10	15
17	COc1ccc(Cl)cc1N(CC(=O)NC(C(C)C)C(C)C)S(C)(=O)=O	-5	-7	0.4	1	-9
18	COC(=O)c1ccccc1NC(=O)CN1C(=O)NC2(CCCCCCC2)C1=O	-30	-21	1.0	-10	-7
19	CN(C)C(=O)CCSc1nnc(-c2ccco2)o1	11	-14	1.0	-9	-17
20	CCC(C)(C)NC(=O)C(c1ccc(OC)cc1)N(C(=O)CCC(=O)Nc1cc(C)on1)C1CC1 (stereo not drawn)	-8	6	-0.7	-4	-7
21	CCn1c(CCCNC(=O)c2ccc(F)cc2)nc2ccccc21	-2	1	0.6	-8	4
22	COC(=O)C1Cc2c([nH]c3ccccc23)C(C(C)C)N1 (stereo not drawn)	-22	-1	1.8	-3	-12
23	COc1ccc(S(=O)(=O)NC(=O)C2(C)CCN2C(=O)Cc2cc(C)cc(C)c2)cc1 (stereo not drawn)	nt	-15	0.6	nt	4
24	CN(CC(=O)Nc1ccc(Cl)c(C(F)(F)F)c1)C(=O)c1ccc2c(c1)OCCO2	-6	-16	0.6	-15	-11
25	Cc1ccc(N2C(=O)c3cccc4c(N)ccc(c34)C2=O)c2cccnc12	65*	14	23*	-34	79*
26	CCOc1ccc(OCCC(=O)OCC(=O)NC2CCCC2)cc1	-16	-6	2.5	-6	0
27	O=C(COc1ccc(Cl)cc1)Nc1nnc(-c2ccc3c(c2)CCCC3)o1	-8	6	-0.3	-9	4
28	O=C(OCCCN=C1NS(=O)(=O)c2ccccc21)c1ccc([N+](=O)[O-])cc1	-4	-2	0.2	-13	5
29	O=S(=O)(Nc1cc(Sc2ncn[nH]2)c(O)c2ccccc12)c1ccccc1	nt	-1	5.7	nt	40
30	Cc1ccc(N(C(=O)C2CCCC2)C2C=CS(=O)(=O)C2)cc1C (stereo not drawn)	-17	-2	0.0	1	-23

entry	M1 PAM parental	M1 antag	TAAR1 ag	M1 ag
16	1	-4	2	-4
17	19	-2	2	-4
18	22	-8	3	-2
19	10	-13	6	-5
20	-3	-7	-3	-1
21	12	-10	0	-7
22	-1	1	-2	-5
23	18	-4	0	-5
24	14	6	33	0
25	-9	18	230*	29*
26	14	2	10	1
27	-6	20	0	-3
28	5	-6	1	-9
29	15	17	34	-3
30	8	6	9	-7

Next section
entry	Compound	CHO parental Ca	CHO-K1 Ca antag	CHO-K1 Ca ag	OXTR potentiator	TAAR1 antagonist
31	Cc1cccc(NC(=O)Nc2ccc(Br)cc2)n1	-2	10	2.0	-19	26
32	Cc1ccccc1S(=O)Cc1ccc(C(=O)NCCCN2CCCCC2)o1 (stereo not drawn)	-9	-11	0.6	-7	-30
33	COc1ccc(CCCc2nnc(SCc3nc4ccccc4c(=O)[nH]3)n2C)cc1C	-17	5	0.6	-10	3
34	CC(=O)OC1CCC2C3CCc4cc(O)ccc4C3CCC12C (stereo not drawn)	nt	-4	0.5	nt	9
35	COCCCNCCCCOc1c(Cl)cc(C)cc1Br	-9	-8	0.9	-2	32
36	CN(C)S(=O)(=O)c1ccc(-c2cn3ccccc3n2)cc1	-13	-2	0.6	-4	14
37	COc1ccc(/C=C(\NC(=O)c2ccc([N+](=O)[O-])cc2)C(=O)NCCCN2CCOCC2)cc1	-16	-20	0.7	3	-9
38	O=C(c1ccc(-n2cnnn2)cc1)N(C1CCCCC1)C1CCCCC1	-7	-9	1.8	0	-28
39	O=C1CC(C(=O)N2CCN(Cc3ccccc3)CC2)CN1Cc1ccccc1 (stereo not drawn)	-5	-3	1.7	-2	-30
40	CCc1ccc(OCC(O)CN2CCCC2)cc1 (stereo not drawn)	-12	-1	0.8	-14	-8
41	C/C=C/c1ccc(OCC(=O)OCC2=C(C(=O)OCC)C(C)NC(=O)N2)c(OC)c1 (stereo not drawn)	-22	-1	1.8	-9	24
42	CCOc1ccc(S(=O)(=O)Nc2ccc(C(=O)NCCCN3CCOCC3)cc2)cc1	7	-1	0.2	-2	0
43	CNC(=O)C[C@H]1C(=O)N(CCc2ccccc2)C[C@@H]1C	nt	0	0.4	nt	-11
44	CCOC(=O)N1CCC2(CC1)NC(=O)c1ccccc1N2	nt	-9	0.5	nt	20
45	O=C(c1ccco1)N1CCN(C2c3ccccc3-c3ccccc32)CC1	-25	22	-0.3	-14	-6

entry	M1 PAM parental	M1 antag	TAAR1 ag	M1 ag
31	14	3	4	-1
32	6	-1	2	-5
33	-1	3	6	-9
34	13	-5	5	-3
35	19	1	59*	-7
36	16	-12	2	-7
37	-3	-14	-1	-5
38	21	-7	1	-6
39	4	9	2	-2
40	-5	-12	10	-8
41	-8	-13	4	3
42	22	3	0	-4
43	11	-2	1	-1
44	16	-10	0	0
45	-21	-16	6	-5

More results.
entry	Compound	CHO parental Ca	CHO-K1 Ca antag	CHO-K1 Ca ag	OXTR potentiator	TAAR1 antagonist
46	CC(=O)Nc1ccc(S(=O)(=O)Nc2ncccn2)cc1	-13	-9	1.9	-5	-6
47	Cc1onc(-c2ccccc2Cl)c1C(=O)NCc1nnnn1-c1ccc(F)c(F)c1	nt	-2	0.1	nt	1
48	COc1cc(NC(=O)CN(c2cc(C)cc(C)c2)S(=O)(=O)c2c(C)noc2C)cc(OC)c1	-4	-9	1.5	-8	41
49	COc1ccccc1CN1CCNC(=O)C1CC(=O)NC1Cc2ccccc2C1 (stereo not drawn)	-17	14	-0.4	-10	-14
50	O=C(Nc1nc(COc2ccccc2)cs1)C1CCC1	26	-22	2.9	-14	5
51	CC(C)C[C@@H](CN1CCC[C@@H]1CN1C(=S)NC[C@@H]1Cc1ccc(O)cc1)N1C[C@H](Cc2ccccc2)N(CCc2ccccc2)C1=S	nt	-7	-0.2	nt	nt
52	Cn1cccc1C(NC(=O)c1ccccc1)C(Cl)(Cl)Cl (stereo not drawn)	-10	-14	1.1	-7	6
53	CCOc1ccccc1/C=N/NC(=O)c1cccc(S(=O)(=O)N(CC)CC)c1	-12	-10	3.3	-16	23
54	O=C(O)Cn1c2ccccc2c2nc3ccccc3nc21	nt	6	0.8	nt	nt
55	CCOc1cc(C(=O)NCc2ccccc2)ccc1OCC(=O)N1CCCCC1	-7	-14	0.1	-2	-6

entry	M1 PAM parental	M1 antag	TAAR1 ag	M1 ag
46	26	4	8	-3
47	3	6	1	-2
48	9	-9	-1	-5
49	-10	0	41*	-4
50	11	-3	10	-1
51	20	-8	nt	-1
52	16	-11	-2	-5
53	15	0	3	-5
54	2	-18	nt	-4
55	16	-16	1	0
